Compound activity (PubChem)
Vif-A3F inh: Vif-A3F binding inhibition; AID 602313; 390,000 tested, 0.2% active; HeLa A3F-eYFP + Vif (tagged APOBEC3F with the HIV-1 protein that degrades it), YFP fluorescence increase; Potency, µM (doses to about 46.1 µM), without a hit: at the highest dose activity, negative = active; note: potency is the fitted concentration of half-maximal effect; % of control where 0% means no effect; nearly all actives have a fitted effect of over 65% in size
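HeLa cells stably expressing A3F-eYFP plus Vif, plated and incubated overnight at 37 deg C, then exposed to compounds overnight at 37 deg C. Blocked degradation read as raised yellow fluorescence (Ex 488/Em 500-530).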
D1 ag: human D1 receptor agonism; P21728; HEK293 T-REx D1 cells, calcium flux, agonist mode; activation, % at 2 µM; 360,000 tested, 1% active; AID 504660; in the data active = activation above about 30%; note: 0% is about no effect
Target sequence (P21728 whole entry, looked up): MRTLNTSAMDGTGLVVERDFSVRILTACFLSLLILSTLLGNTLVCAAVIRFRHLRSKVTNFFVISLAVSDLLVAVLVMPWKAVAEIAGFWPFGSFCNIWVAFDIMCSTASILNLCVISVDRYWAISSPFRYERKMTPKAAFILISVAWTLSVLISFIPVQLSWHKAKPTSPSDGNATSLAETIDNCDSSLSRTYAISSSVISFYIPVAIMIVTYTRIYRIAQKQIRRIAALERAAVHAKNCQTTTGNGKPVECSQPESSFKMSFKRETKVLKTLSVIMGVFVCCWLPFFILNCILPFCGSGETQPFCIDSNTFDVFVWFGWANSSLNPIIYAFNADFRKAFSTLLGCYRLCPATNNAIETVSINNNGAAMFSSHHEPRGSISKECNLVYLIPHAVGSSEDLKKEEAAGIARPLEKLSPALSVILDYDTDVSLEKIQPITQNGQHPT
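Tetracycline-induced HEK293 TREx D1 cells, force-coupled to calcium signalling, were dye-loaded with a no-wash calcium kit. Compound was pin-added after a 10 s baseline. Fluorescence was read kinetically at 1 cycle/s for 180 s, with calcium rises flagged as agonism.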
Vif-APOBEC3G blk: inhibitors of Vif-APOBEC3G interaction; Q9HC16; HeLa A3G-eYFP + Vif (tagged APOBEC3G with the HIV-1 protein that degrades it), YFP fluorescence, overnight; Potency, µM (titrated, usually from 46.1 µM), for inactives: top-dose activity, negative = active, actives largely listed as inhibitors; 410,000 tested, 0.076% active; AID 602310;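 note: potency is the fitted concentration of half-maximal effect; % is set by controls: 0 for no effect and ±100 for the full control effect; nearly all actives have a fitted effect of over 60% in size; hits raise eYFP signal because A3G escapes Vif-driven loss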
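Read-out is eYFP fluorescence (Ex 488/Em 500-530) from Vif-expressing HeLa A3G-eYFP cells; more signal means A3G escaped Vif-mediated degradation. Cells plated overnight, compound pinned in, incubated overnight at 37 deg C.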
GRP78 ERSR act: ER stress response induction in glioma | Potency, µM, for the others: at the highest dose activation, actives largely listed as activators | AID 602332 | U87-MG GRP78 promoter luciferase reporter, 16 h | 420,000 tested, 0.02% active; note: potency is the fitted concentration of half-maximal effect; series mostly up to about 76 µM; % of control where 0% means no effect; nearly all actives have a fitted effect of over 35% in size
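Stably transfected U87-MG human glioma cells carrying a GRP78-based luminescent sensor were seeded at 1000 cells/well, pin-dosed with compounds and incubated 16 h. Luciferase reagent was then added, and end-point luminescence was read after 10 min at room temperature.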
D1 antag: antagonists of human D1 dopamine receptor. HEK293 TREx D1 cells, calcium flux, dopamine EC80; active compounds read low. activity change, negative = inhibition, % at 10 µM. 360,000 tested, 3.2% active. AID 504652; in the data active = activity change below about -30%; note: % is set by controls: 0 for no effect and ±100 for the full control effect
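Calcium flux readout: force-coupled, inducible Hek293 Trex D1 line, cells induced overnight at 30 C with tetracycline, dye-loaded 30–90 min at RT. Antagonism scored against EC80 dopamine challenge given 180 s after compound.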
RXFP1 ag: agonists of human relaxin receptor RXFP1 | Q9HBX9 | HEK293T-RXFP1 cAMP TR-FRET, 30 min; response scale: percent of porcine relaxin response, buffer zero | Potency, µM (highest dose often 57.5 µM), inactives show top-dose activation, most hits filed as activators | 370,000 tested, 0.3% active | AID 2676; note: potency is the fitted concentration of half-maximal effect; % is set by controls: 0 for no effect and ±100 for the full control effect; nearly all actives have a fitted effect of over 60% in size; many of its hits are not listed in these tables
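HEK293T cells stably expressing RXFP1 were pretreated with the PDE4 inhibitor Ro 20174, exposed to compounds for 30 min at 37C, lysed, and cAMP was read by TR-FRET. Data normalized to buffer (basal) and 29 nM porcine relaxin (100%).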
D1 potentiator: enhances dopamine response at the human D1 receptor; HEK293 TREx D1 cells, calcium flux, dopamine EC20 potentiation; potentiation, % at 10 µM; 360,000 tested, 0.036% active; AID 504651; in the data active = potentiation above about 30%; note: 0% is about no effect
D2 PAM: D2 dopamine receptor (human) potentiation; HEK293 T-REx D2, calcium flux, EC20 dopamine potentiation; 340,000 tested, 0.34% active; potentiation, % at 10 µM; P14416;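 active = potentiation over 3 SD above the plate norm, cut at about 30% in these data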; note: 0% is about no effect
Target sequence (P14416 whole entry, looked up): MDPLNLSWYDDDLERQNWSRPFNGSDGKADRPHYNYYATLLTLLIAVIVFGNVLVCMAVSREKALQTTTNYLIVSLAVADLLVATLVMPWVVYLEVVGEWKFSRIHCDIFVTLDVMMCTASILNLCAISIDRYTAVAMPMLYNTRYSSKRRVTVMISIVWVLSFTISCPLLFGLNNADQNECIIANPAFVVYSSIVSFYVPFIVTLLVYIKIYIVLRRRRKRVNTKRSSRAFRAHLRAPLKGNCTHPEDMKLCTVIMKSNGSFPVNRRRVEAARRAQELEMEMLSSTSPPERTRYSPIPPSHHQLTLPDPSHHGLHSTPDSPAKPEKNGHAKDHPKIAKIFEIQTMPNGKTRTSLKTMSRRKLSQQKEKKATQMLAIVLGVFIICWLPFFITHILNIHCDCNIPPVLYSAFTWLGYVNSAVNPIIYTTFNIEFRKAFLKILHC
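Potentiation of an EC20 dopamine calcium response measured kinetically over 180 s, after a preceding 180 s compound-only read flagging agonists. Cells: inducible Hek293 Trex D2 line, 4000/well, cultured overnight at 30 C before dye loading.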
LDHA inh: blocks human lactate dehydrogenase A; activity change, % (values are at about 110 or 230 µM); AID 1347041; 480,000 tested, 0.15% active; P00338; purified LDHA, NADH/diaphorase-resazurin fluorescence; active compounds read low; in the data active = activity change below about -30%; inconclusive = mostly about -25% to -30%;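 note: plate controls were DMSO wells for no effect and wells without enzyme for full effect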
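Human LDH5 (2 nM) was incubated with 0.06 mM NADH and 0.2 mM pyruvate for 5 min at room temperature in Tris pH 7.4. Remaining NADH was coupled through diaphorase/resazurin, and resorufin fluorescence was read at 0 and 20 min.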
The depositor's hits bear a star; ? = inconclusive; . = no result given; & = joins results of further samples. Unless noted, calls come from the whole dose curve; as a rule, active = well fitted curve in the direction sought with a large enough effect; inconclusive = small, poorly fitted or top-dose-only effect, or another doubt; inactive = no such curve, though single readings can be large; an effect the other way counts as inactive or inconclusive. This is a subset. The share of hits here may be higher or lower than overall.

Below each SMILES: Vif-A3F inh	D1 ag	Vif-APOBEC3G blk	GRP78 ERSR act	D1 antag	RXFP1 ag	D1 potentiator	D2 PAM	LDHA inh
> Cc1sc2ncn(CC(=O)NCC(=O)N3CCN(c4ccccc4F)CC3)c(=O)c2c1C
  -9%	1	-3%	-2%	-8	8.0%	-8	9	-7
> COc1ccc(C(=O)Nc2nnc(S(=O)(=O)N3CCC(C)CC3)s2)cc1OC
  12%&3%	1&7	6%&5%	-2%&-3%	-9&-5	15%&0.0%	-5&-5	-3&-9	-7&-3
> CNc1nc(SCC(=O)Nc2ccc(Cl)c(Cl)c2)nc(N2CCOCC2)n1
  -25%	1	-13%	0%	-4	2.8%	1	4	-4
> COc1cc(OC)c(NC(=O)C2=C(C)C(=O)OC23CCN(C(C)=O)CC3)cc1Cl
  4%	-2	-2%	-1%	-9	0.2%	3	-13	2
> O=C(Nc1ccc(F)cc1F)N1CCN(C/C=C/c2ccccc2)CC1
  5%	11	4%	-3%	5	0.1%	.	18	-4
> COc1ccc(CCNC(=O)c2ccc(CNS(=O)(=O)c3cc(C)ccc3C)cc2)cc1OC
  -5%	3	-1%	-5%	-5	-1.3%	-1	3	-2
> O=C(CSc1nc(-c2ccco2)cc(C(F)(F)F)n1)Nc1ccc(C(=O)N2CCCCC2)cc1
  2%	7	3%	-5%	3	-0.1%	-2	5	-2
> Cc1ccc(C(C)C)c(OCC(O)CN2CCN(CCO)CC2)c1 (configuration not stated)
  -9%	0	0%	-4%	-6	1.0%	0	-12	0
> CCOC(=O)c1c(-c2ccccc2)oc2ccc(NS(=O)(=O)c3ccc(C)cc3)cc12
  -20%	4	-3%	13%	-8	6.6%	0	-16	0
> O=C(CN1C(=O)C(=O)N(CCC2=CCCCC2)C1=O)Nc1ccc(F)cc1F
  -13%	.	1%	-3%	.	.	.	.	-8
> CC(Nc1ccc2c(c1)OCCO2)C(=O)N1CCc2ccccc21 (configuration not stated)
  13%	2	-12%	3%	4	0.0%	3	-11	7
> CC(Sc1nncn1-c1ccccc1)C(=O)Nc1cccc([N+](=O)[O-])c1 (configuration not stated)
  -13%	7	-2%	0%	-10	-0.4%	-4	-7	-5
> CCOC(=O)c1c(NC(=O)COC(=O)c2cnc(C)cn2)sc(C(=O)N(C)C)c1C
  0%	2	1%	-6%	3	-1.0%	-1	15	-5
> CCc1cc(-c2nnn(CCC3COCCO3)c2CC)ccc1-c1cn(Cc2ccccc2)nn1 (configuration not stated)
  4%	.	1%	0%	.	.	.	.	1
> CCCn1c(N)c(N(CCOC)C(=O)C(C)Oc2ccc(F)cc2)c(=O)[nH]c1=O (configuration not stated)
  -7%	3	2%	-2%	5	0.0%	-2	-2	-3
> CCc1nc2ccccc2n1Cc1ccc(OC)c(OC)c1
  11%	1	1%	-6%	12	1.5%	-3	24	-2
> CCc1[nH]nc2c1C(c1ccc(Br)s1)C(C#N)=C(N)O2 (configuration not stated)
  -12%	3	-20%	-17%	4	0.0%	3	5	1
> COc1ccc(-c2[nH]c(-c3ccccc3)nc2SCC(=O)NCc2ccco2)cc1OC
  -12%	0	-10%	-2%	-5	0.6%	-6	-16	-5
> CN1/C(=C/C(=O)COC(=O)C2COc3ccccc3O2)C(C)(C)c2ccccc21 (configuration not stated)
  4%	.	-1%	-5%	.	.	.	.	-1
> CS(=O)(=O)N(CC(=O)N1CCN(Cc2ccccc2)CC1)c1ccc(F)cc1
  3%	3	0%	-3%	11	-1.5%	0	4	0
> CCOc1ccc2nc(NS(=O)(=O)c3cccs3)sc2c1
  8%	2	-1%	3%	-19	2.5%	-7	-1	-3
> CCOc1ccccc1C(=O)Nc1cc(C(=O)NCC(C)C)ccc1Cl
  .	3	.	.	4	2.3%	-6	-15	.
> CN(C)S(=O)(=O)c1ccc(C(=O)NC2CC(=O)N(c3ccc4c(c3)OCCO4)C2)cc1 (configuration not stated)
  -6%	-1	2%	-2%	.	0.8%	-1	10	-5&-7
> COc1ccccc1NC(=O)Cn1c(=O)c(CNc2ccc(C)cc2)cc2cc3c(cc21)OCCO3
  0%	4	0%	1%	-16	5.4%	4	-5	8
> COc1cc(-c2cc(C(F)(F)F)n3ncc(C(=O)O)c3n2)cc(OC)c1OC
  -5%	1	0%	2%	10	5.1%	-5	3	0
> Cc1ccc(-c2nnn(CC(=O)N(c3cccc(F)c3)C(C(=O)NC3CCCC3)c3ccco3)n2)o1 (configuration not stated)
  -6%	4	-1%	-8%	-17	0.4%	-5	-18	-3
> O=C(COC(=O)c1ccc(O)cc1)Nc1ncc(Cl)cc1Cl
  8%	8	-1%	-2%	22	-0.3%	-5	-5	-1
> Cc1cc(F)ccc1NC(=O)CCS(=O)(=O)c1ccc2c(c1)CC(C)N2C(=O)C1CC1 (configuration not stated)
  -1%	1	-3%	-3%	-12	3.2%	1	2	-8
> COc1ccccc1Nc1nnc(SCc2cc(=O)n3cc(C)ccc3n2)s1
  -13%	2	-10%	-4%	-1	1.5%	-2	2	4
> COc1ccc(S(=O)(=O)N(CC(=O)Nc2cccc(C(F)(F)F)c2)c2ccc(C)cc2)cc1
  5%	11	1%	-3%	2	-0.8%	1	-24	2
> Cc1cc(/C=N/NC(=O)c2cccc([N+](=O)[O-])c2)c(C)n1-c1ccccc1
  0%	0	-1%	7%	5	-1.6%	-5	.	-4
> Cc1cc(C)c(S(=O)(=O)N2CCOC2CNC(=O)C(=O)NCc2ccncc2)c(C)c1 (configuration not stated)
  2%	1	-1%	-6%	-3	2.9%	-6	4	-3
> CCOC(=O)[C@@H]1[C@H]2COc3cc(OC)ccc3[C@H]2N2C(=O)N(c3cccc(F)c3)C(=O)[C@]12C
  5%	.	-5%	-3%	.	.	.	.	-4
> CCN1CCN(C(=S)NC(=O)/C=C/c2cccs2)CC1
  -4%	-1	1%	-1%	-3	-1.0%	-4	-1	-14
> CN(C)S(=O)(=O)c1ccc2c(c1)/C(=C/c1cc3c([nH]1)CCCC3)C(=O)N2
  ?	171*	?	-4%&3%	-28	-0.8%	0	-10	-5
> Cc1ccc(/C=C/c2onc(C)c2S(=O)(=O)N2CCC(C(=O)NCc3ccc(Cl)cc3)CC2)cc1
  -8%	6	2%	5%	-5	2.2%	0	1	-1
> CCC(Cc1ccccc1)NC(=O)Cn1ncc2c3ccccc3n(Cc3ccc(F)cc3)c2c1=O (configuration not stated)
  -19%	6	-10%	-4%	-16	7.3%	-4	-9	0
> CN(Cc1nccn1C)C(=O)C1CCC(=O)N(CCc2ccc(Cl)cc2)C1 (configuration not stated)
  0%	2	-3%	-3%	8	0.2%	2	-12	2
> Cn1cc(Br)c(C(=O)NNC(=O)Nc2ccccc2C(F)(F)F)n1
  -6%	5	-1%	3%	-17	1.3%	3	6	-11
> Cc1ccc(C)c(OCCCNC2CCCC2)c1C
  -1%	42*	-2%	-5%	-35*	0.3%	-4	7	-11
> CC1CCCCN1CCCNC(=O)CN1C(=O)c2cccnc2Oc2ccc(Cl)cc21 (configuration not stated)
  -6%&-1%	1&-2	2%&-5%	-8%&-3%	1&4	1.3%&2.9%	-4&0	-14	-8&-16
> CC(C)(C)N(Cc1ccccc1)C(=O)COC(=O)CNS(=O)(=O)c1ccc2ccccc2c1
  2%	4	0%	-4%	-10	1.3%	-2	8	0
> CCc1ccc(S(=O)(=O)c2nnn3c2nc(N2CCCC2)c2sccc23)cc1
  1%	3	3%	-4%	0	6.2%	-2	3	2
> COc1ccc(/C=C/C(=O)Nc2cccc(F)c2)cc1S(=O)(=O)N1CCOCC1
  -2%	0	6%	0%	-13	2.9%	2	6	-2
> CCc1nc2ccc(C(=O)N3CCN(c4ccccc4F)CC3)cc2nc1CC
  -2%&-8%	3&-1	2%&-18%	-2%&-3%	1&-12	-1.2%&3.7%	7&-1	1&-8	-3&-1
> Cc1ccc(S(=O)(=O)NCCc2ccncc2)cc1
  -12%	0	-8%	-2%	-1	0.2%	-3	11	-5
> Cn1cc(S(=O)(=O)N2CCCCC2)cc1C(=O)NCc1ccc(Cl)cc1
  -11%	9	11%	-4%	-11	0.8%	-3	7	-7
> CCOC(=O)C1(CC2CCCCO2)CCN(Cc2nc3ccccc3nc2C)CC1 (configuration not stated)
  -24%	1	4%	-2%	-25	-0.1%	1	-15	-7
> COc1ccc(NC(=O)c2ccc(-n3cccn3)c([N+](=O)[O-])c2)cc1
  -10%	6	-3%	5%	-4	0.7%	-5	-5	-8
> CCOc1ccc(NC(=O)COc2ccc(C(=O)N3CCC(C(N)=O)CC3)cc2OC)cc1
  -3%	3	1%	-4%	4	-0.5%	-10	9	4
> C[C@@H]1CN([C@@H](C)CO)C(=O)CCCn2nncc2CO[C@@H]1CN(C)S(=O)(=O)c1cccs1
  1%	.	-4%	-4%	.	.	.	.	-9
> COC(=O)/C(=C/N(C)C)C(=O)N1CCN(c2ccc(Cl)c(Cl)c2)CC1
  8%	14	1%	-3%	13	-0.8%	-4	-6	-8
> O=C(NC1CCCCC1)c1ccc(CSc2nc3cccnc3n2Cc2cccc(F)c2)cc1
  5%	0	-5%	-2%	-10	3.9%	-3	-5	4
> CCOC(=O)C(C(=O)OCC)=C1OC(=O)c2ccccc21
  -4%	2	-2%	-1%	2	0.3%	-8	-5	-6
> COc1cccc(-c2ccc(SCC(=O)NCCc3ccccc3)nn2)c1
  -6%	4	0%	4%	-14	-2.1%	1	3	-1

An excerpt from above in order of SMILES length, descending.
Below each SMILES: Vif-A3F inh	D1 ag	Vif-APOBEC3G blk	GRP78 ERSR act	D1 antag	RXFP1 ag	D1 potentiator	D2 PAM	LDHA inh
> COC(=O)/C(=C/N(C)C)C(=O)N1CCN(c2ccc(Cl)c(Cl)c2)CC1
  8%	14	1%	-3%	13	-0.8%	-4	-6	-8
> CC1CCCCN1CCCNC(=O)CN1C(=O)c2cccnc2Oc2ccc(Cl)cc21 (configuration not stated)
  -6%&-1%	1&-2	2%&-5%	-8%&-3%	1&4	1.3%&2.9%	-4&0	-14	-8&-16
> COc1cccc(-c2ccc(SCC(=O)NCCc3ccccc3)nn2)c1
  -6%	4	0%	4%	-14	-2.1%	1	3	-1
